APP 5UTR inh: APP translation inhibition; inhibition, % at 2 µM; AID 1285; SH-SY5Y APP 5'UTR-luciferase reporter, luminescence; 190,000 tested, 0.82% active;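 active = inhibition above a set limit, derived from the sample mean plus 3 SD, cut at about 45% in these data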; note: values of inactives mirror those of a sister screen read the other way
Diaphorase inh: diaphorase inhibition or chemical oxidation counter-screen | diaphorase resazurin-to-resorufin fluorescence, NADH, 16 min; bacterial (C. kluyveri) enzyme, not human | inhibition, % at 20 µM | 190,000 tested, 0.69% active | AID 1217;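 active = primary screen inhibition at 20 µM above a set limit, cut at about 50% in these data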;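 note: plate controls were DMSO with full reaction for no effect and wells lacking NADH for full effect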
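System: Bacterial diaphorase enzyme (C. kluyveri) | Incubation: 16-min room-temperature incubation before reading | Benchmarks: No-NADH positive control and DMSO neutral control | Measured by: Resorufin fluorescence 544/590 nm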
STAT1 inh: STAT1 signaling inhibition; NIH 3T3 STAT1-luciferase reporter, IFN-gamma, luminescence; 200,000 tested, 0.35% active; inhibition, % at 5.5 µM;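 active = inhibition above a set limit, the mean inhibition across all tested compounds plus 3 SD, cut at about 34% in these data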;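 note: 0% = IFN-gamma with DMSO and 100% = IFN-gamma with 300 µM nifuroxazide; values of inactives mirror those of a sister screen read the other way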
STAT3 activator: STAT3 signaling activation; U3A cells, IL-6 STAT3-luciferase reporter, luminescence; 100% = signal with IL-6 EC80 alone; activation (% of control), % at 5.6 µM; AID 871; 190,000 tested, 0.91% active;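 active = activation above the screen-wide mean of compound activation plus 3 SD, cut at about 130% in these data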;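 note: 0% = background luminescence of wells with medium and substrate only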
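Material: STAT1-lacking human U3A cells, STAT3 luciferase reporter | Benchmarks: IL-6-only wells as 100% reference | Probe or stimulus: IL-6 (33 ng/mL) | Timing: Compound 1 h, then IL-6 6 h at 37 °C | Detection: Luminescence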
STAT3 inh: reduces IL-6 driven STAT3 reporter signal; U3A cells, IL-6 STAT3-luciferase reporter, luminescence; host cell line lacks STAT1; inhibition, % at 5.5 µM; 190,000 tested, 0.89% active; AID 862;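 active = inhibition above the mean inhibition across all screened compounds plus 3 SD, cut at about 44% in these data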;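 note: 0% = DMSO only wells and 100% = 100 µM nifuroxazide control wells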
STAT1 act: activators of IFN-gamma induced STAT1 signaling. NIH 3T3 STAT1-luciferase reporter, luminescence; 100% = IFN-gamma alone, no compound. activation (% of control), % at 5.5 µM. 200,000 tested, 2.6% active;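 active = activation above the screen-wide mean activation plus 3 SD, cut at about 130% in these data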;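 note: raw ratio to IFN-gamma control signal so 100% means no change and 0% no light; values of inactives mirror those of a sister screen read the other way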
Hsp70 activator: transcriptional activators of Hsp70; AID 1203; 200,000 tested, 0.04% active; activation, % at 10 µM; HeLa Hsp70 promoter luciferase reporter, luminescence; scaled: vehicle 0, proteasome-inhibitor control 100%;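 active = activation above the mean across all tested compounds plus 3 SD, cutoff set per campaign, cut at about 5.5% in these data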;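 note: 100% = MG132 at 30 µM as the positive control and 0% = DMSO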
G6PDH counter: inhibits Leuconostoc G6PDH, flagging false hits in G6PDH-based assays; inhibition, % at 5 µM; Purified L. mesenteroides G6PDH, diaphorase/resazurin coupled fluorescence, 45 min; AID 1020; 200,000 tested, 0.12% active; in the data active = inhibition above about 50%
Diaphorase act: counter-screen for diaphorase-based assays: diaphorase activators and chemical reducers | 190,000 tested, 0.005% active | Diaphorase/resazurin coupled assay, resorufin fluorescence, 16 min; stronger effect = higher value; 1 = vehicle wells, 0 = NADH-free wells | activation factor at 20 µM;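 active = diaphorase activity raised at least twofold by the compound at 20 µM; inactive = activation factor below 2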
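Measured by – red resorufin fluorescence at 544/590 nm excitation/emission · Test system – Clostridium kluyveri diaphorase, purified enzyme · Incubation – reaction time 16 min, room temperature · Buffer or medium – 50 mM HEPES pH 7.4 with 4.542 mM MgCl2, 0.005% Tween 20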
TLR4-MyD88 BLA: TLR4-MyD88 interaction inhibition in cells. O00206+Q99836. HeLa CL3-4 TLR4/MyD88 BLA complementation, FRET ratio. inhibition, % at 8.4 µM. 200,000 tested, 0.18% active. AID 861; in the data active = inhibition above about 25%;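 note: 0% = vehicle and 100% = reference inhibitor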
Target sequence (O00206 whole entry, looked up): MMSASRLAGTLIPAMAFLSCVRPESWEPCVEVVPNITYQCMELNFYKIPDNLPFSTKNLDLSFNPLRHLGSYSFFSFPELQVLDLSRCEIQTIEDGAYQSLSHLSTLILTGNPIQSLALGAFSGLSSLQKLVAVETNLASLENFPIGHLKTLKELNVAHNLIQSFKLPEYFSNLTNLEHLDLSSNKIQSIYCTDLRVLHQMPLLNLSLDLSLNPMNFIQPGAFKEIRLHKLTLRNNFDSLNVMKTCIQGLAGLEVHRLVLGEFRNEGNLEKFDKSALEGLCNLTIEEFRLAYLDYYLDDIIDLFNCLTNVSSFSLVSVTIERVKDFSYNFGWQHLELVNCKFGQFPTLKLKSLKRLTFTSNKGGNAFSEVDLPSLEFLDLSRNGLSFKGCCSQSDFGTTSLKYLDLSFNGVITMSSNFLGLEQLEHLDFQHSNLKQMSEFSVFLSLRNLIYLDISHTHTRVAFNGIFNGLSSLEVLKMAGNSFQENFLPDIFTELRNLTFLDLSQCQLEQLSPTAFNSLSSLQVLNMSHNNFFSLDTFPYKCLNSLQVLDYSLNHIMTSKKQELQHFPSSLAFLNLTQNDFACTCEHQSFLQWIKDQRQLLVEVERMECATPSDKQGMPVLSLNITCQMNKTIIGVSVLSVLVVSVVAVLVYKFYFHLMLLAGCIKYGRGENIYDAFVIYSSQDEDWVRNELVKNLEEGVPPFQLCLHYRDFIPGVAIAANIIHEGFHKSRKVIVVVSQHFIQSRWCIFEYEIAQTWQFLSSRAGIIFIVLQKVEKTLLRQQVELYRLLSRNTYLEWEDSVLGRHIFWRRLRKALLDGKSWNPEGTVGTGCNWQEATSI
Target sequence (Q99836 whole entry, looked up): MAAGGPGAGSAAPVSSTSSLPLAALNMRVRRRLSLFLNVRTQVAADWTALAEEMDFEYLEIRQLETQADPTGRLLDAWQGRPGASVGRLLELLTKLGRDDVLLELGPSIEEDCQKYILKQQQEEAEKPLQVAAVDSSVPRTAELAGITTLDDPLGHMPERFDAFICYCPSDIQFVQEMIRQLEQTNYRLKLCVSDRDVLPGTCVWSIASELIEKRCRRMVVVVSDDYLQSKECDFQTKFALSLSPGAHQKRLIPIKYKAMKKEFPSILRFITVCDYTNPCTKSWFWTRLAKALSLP
* = called active by the depositor.

Every second line gives: APP 5UTR inh	Diaphorase inh	STAT1 inh	STAT3 activator	STAT3 inh	STAT1 act	Hsp70 activator	G6PDH counter	Diaphorase act	TLR4-MyD88 BLA
> Nc1nc(SCc2ccccc2)ns1
→ -9	5	-25	112	-14	123	-0.1	-3	1	0
> Cc1cc(NC(=O)c2ccccc2)sc1C
→ -154	1	-34	92	17	131*	0.2	-1	1	-2
> CC(=O)c1c(C)[nH]c(C(=O)COc2cc(C)cc(C)c2)c1C
→ -9	15	12	66	44*	89	-0.4	0	0.9	11
> O=S(=O)(/N=C(/Nc1ccc(F)c(F)c1F)c1ccccc1)c1ccccc1
→ 6	22	-7	106	-7	106	-0.3	11	0.8	2
> CC(=O)c1c(C)[nH]c(C(=O)COC(=O)c2ccc3c(=O)n4c(nc3c2)CCC4)c1C
→ -12	2	8	88	11	93	-0.4	-31	1	-14
> O=C(NCCCN1CCC(Cc2ccccc2)CC1)C1CCN(S(=O)(=O)N2CCC3(CC2)OCCO3)CC1
→ -7	4	8	96	9	90	-0.2	11	1	0
> O=S(=O)(Cc1ccccc1Cl)N1CCN(Cc2ccc3c(c2)OCO3)CC1
→ -14	8	-4	99	5	104	0.3	2	0.9	5
> FC(F)(F)c1cccc(Cc2noc(CN3CCCCC3c3ccccn3)n2)c1 (configuration not stated)
→ -13	6	0	104	-1	98	-0.5	4	0.9	7
> Cc1nc2ccccc2c(=O)n1/N=C/c1cn(-c2ccccc2)nc1-c1cccs1
→ 6	20	1	100	4	99	-0.1	2	0.8	3
> COc1ccc(NC(=O)COC(=O)/C=C/c2ccccc2[N+](=O)[O-])cc1OC
→ -6	9	16	96	8	85	-0.3	-19	0.9	7

Continued.
Every second line gives: APP 5UTR inh	Diaphorase inh	STAT1 inh	STAT3 activator	STAT3 inh	STAT1 act	Hsp70 activator	G6PDH counter	Diaphorase act	TLR4-MyD88 BLA
> CN1CCN(C(=O)/C=C/c2ccc(Cl)cc2)CC1
→ -17	8	-9	89	23	107	0.6	17	0.9	-2
> CCC(=O)Nc1cccc(NC(=O)CN2CCN(c3ccccc3OC)CC2)c1
→ -17	13	0	105	2	100	-0.1	5	0.9	12
> O=C(CSc1nnc(CCCN2C(=O)c3cccc4cccc(c34)C2=O)n1-c1ccccc1)N1CCN(CCO)CC1
→ 1	59*	-4	97	3	103	-0.3	-13	0.4	-18
> Cc1sc(NC(=O)c2ccco2)c(C(c2ccccc2)N2CCC(C)CC2)c1C (configuration not stated)
→ -19	9	-3	100	5	103	-0.5	6	0.9	2
> COc1ccc(NC(=O)Nc2ccc(F)c(Cl)c2)cc1
→ -106	-1	-13	95	11	112	-0.3	3	1	11
> Cc1ccc(N/N=C(\C#N)C(N)=S)c(C)c1
→ -9	-10	2	99	5	98	-0.5	7	1.1	-13
> Cc1cc(C(=O)COc2ncnc3sccc23)c(C)n1C
→ -33	11	-28	110	-7	125	0.6	12	0.9	-5
> O=c1[nH]c2cccc(Cl)c2n(CCNc2ncc(C(F)(F)F)cc2Cl)c1=O
→ 1	12	-5	69	39	104	-0.6	12	0.9	2
> Cc1nnc(SC(C)C(=O)N2CCc3ccccc32)s1 (configuration not stated)
→ -22	0	-1	103	0	101	0.6	0	1	0
> O=C1NC(=O)C2(COC(c3cccnc3)OC2)S1 (configuration not stated)
→ 4	14	2	94	11	98	-0.3	7	0.9	1

Additional entries.
Every second line gives: APP 5UTR inh	Diaphorase inh	STAT1 inh	STAT3 activator	STAT3 inh	STAT1 act	Hsp70 activator	G6PDH counter	Diaphorase act	TLR4-MyD88 BLA
> CCN1C(=O)S/C(=C/c2ccc(Oc3ccc([N+](=O)[O-])cn3)c(OC)c2)C1=O
→ -12	4	1	86	22	97	-0.4	2	1	-1
> COC(=O)C1=C(C)N(c2ccc(Cl)cc2)/C(=C/c2ccc(O)cc2)C1=O
→ -31	11	10	96	10	90	0.1	12	0.9	-2
> Cc1cccc(CSc2nc3c(c(=O)[nH]2)CCC3)c1
→ -2	2	9	95	10	92	-0.4	10	1	1
> CC12CCC(C(=O)n3c1nc1ccccc13)C2(C)C (configuration not stated)
→ -11	12	-1	107	-2	101	-0.1	0	0.9	1
> Cn1nc(C(F)(F)F)c(CNC(=O)C(C)(C)CCl)c1N1CCOCC1
→ 4	10	0	94	12	98	0.2	10	0.9	-7
> Cc1ccccc1N1CCN(c2ccc(NC(=O)C3CCCCC3C(=O)O)cc2)CC1 (configuration not stated)
→ 8	-1	15	90	12	86	-0.1	10	1	-13
> Cn1nc([N+](=O)[O-])c2c(-c3nc4ccccc4s3)c(N)n(C3CCCCC3)c2c1=O
→ -6	2	11	99	8	90	-0.7	5	1	-6
> CC(C)NC(=O)/C(C#N)=C\c1ccc(N(C)C)c(Br)c1
→ 4	5	-1	88	20	100	0.2	-1	1	-2
> CCn1nc(C)c(CNC(=O)Nc2ccccc2C(=O)OC)c1C
→ -6	2	10	97	6	91	-0.4	4	1	-6
> COc1ccc(C2SCCN2C(=O)c2ccc([N+](=O)[O-])cc2)cc1 (configuration not stated)
→ -9	18	-2	101	1	100	0.0	5	0.8	-7

(listing goes on)
Every second line gives: APP 5UTR inh	Diaphorase inh	STAT1 inh	STAT3 activator	STAT3 inh	STAT1 act	Hsp70 activator	G6PDH counter	Diaphorase act	TLR4-MyD88 BLA
> O=C(CSc1nc2ccccc2s1)Nc1ccc2c(c1)oc1ccccc12
→ 5	1	2	113	-19	98	-0.3	-8	1	-3
> CC(C(=O)Nc1sc2c(c1C(=O)NCC1CCCO1)CCC2)N1C(=O)c2ccccc2C1=O (configuration not stated)
→ -8	22	-2	107	-8	102	-0.4	2	0.8	-1
> CCc1nnc(NC(=O)CSc2ncc(-c3ccccc3)[nH]2)s1
→ 9	-6	-6	100	6	105	-0.4	2	1.1	14
> COc1ccc(NCc2nnc(SCc3ccc(Cl)cc3)n2-c2ccccc2)cc1
→ 10	16	-23	106	-3	121	-0.3	17	0.8	3
> Cc1cc(=O)n(CCO)c(O)c1C#N
→ 2	24	1	100	4	99	-0.1	12	0.8	-5
> COc1ccc(-c2noc(CN(C)C(=O)Nc3ccccc3)n2)cc1
→ -6	3	10	91	11	91	-0.2	-6	1	6
> Cc1ccccc1C(=O)N1CCN(c2ccccn2)CC1
→ -7	-5	3	96	6	94	-0.1	9	1.1	8
> OCC1(Cc2ccc(Cl)cc2)CCN(CCCc2ccccc2)CC1
→ 13	7	24	109	-5	78	0.0	2	0.9	4
> Cc1cc(NC(=O)CSc2cc(Cl)ccc2Cl)n(-c2ccccc2)n1
→ -7	2	10	84	22	91	-0.4	-2	1	3
> CCOC(=O)C1=C(O)C(=O)N(Cc2cccnc2)C1c1ccc(OC)cc1 (configuration not stated)
→ -7	2	-10	104	0	108	-0.4	8	1	11

The listing continues:
Every second line gives: APP 5UTR inh	Diaphorase inh	STAT1 inh	STAT3 activator	STAT3 inh	STAT1 act	Hsp70 activator	G6PDH counter	Diaphorase act	TLR4-MyD88 BLA
> Cc1n[nH]c(=S)n1-c1ccc(Cl)cc1
→ 5	3	-10	104	-1	107	-0.3	13	1	0
> CS(=O)(=O)c1ccc(Cl)c(NC(=O)Cc2c(Cl)cccc2Cl)c1
→ 17	-20	5	99	5	95	-0.4	17	1.2	11
> COc1cc(/C=N/NC(=O)c2cccc(S(=O)(=O)N3CCOCC3)c2)cc(OC)c1O
→ -14	17	4	101	-1	97	-0.4	3	0.8	3
> Cc1ccc2nc(N/C(=N/S(=O)(=O)c3ccc(F)cc3)c3ccccc3)sc2c1
→ -32	4	-27	98	4	124	-0.2	-3	1	6
> CCCCN=Cc1sc2ccc(OCC)cc2c1O
→ -29	32	-10	78	31	109	-0.2	5	0.7	0
> CCOc1ccc(NC(=S)Nc2ccc(C)c([N+](=O)[O-])c2)cc1
→ 6	16	5	78	26	101	-0.3	2	0.8	1
> C#C[C@]1(O)CC[C@H]2[C@@H]3CCc4cc(OC)ccc4[C@H]3CC[C@@]21C
→ -12	6	-8	95	8	107	-0.2	8	0.9	0
> O=C(O)c1ccc(CNC(=O)c2ccc(Br)o2)cc1
→ -17	9	2	116	-15	100	-0.1	3	0.9	-3
> O=c1[nH]c2ccc(Cl)cc2c(=O)n1Cc1ccco1
→ 2	6	-1	113	-16	101	-0.2	4	0.9	3
> O=C(O)c1sc2ncccc2c1OCc1ccccc1
→ 2	15	2	100	8	97	0.4	2	0.8	1

New compounds follow
Every second line gives: APP 5UTR inh	Diaphorase inh	STAT1 inh	STAT3 activator	STAT3 inh	STAT1 act	Hsp70 activator	G6PDH counter	Diaphorase act	TLR4-MyD88 BLA
> O=C(CN1CCN(Cc2ccccc2Cl)C1=O)NC1CCCCCCC1
→ 21	12	8	95	6	88	-0.3	-4	0.9	-3
> COC(=O)CC1COc2ccccc2N1C(=O)c1ccc(Br)cc1 (configuration not stated)
→ -27	6	8	105	-6	93	-0.3	8	0.9	8
> COCCN(CCOC)C(=O)Nc1ccc(Cl)cc1
→ -5	6	-11	96	10	110	0.1	3	0.9	-3
> CCCCCCCNC1=CC(=O)CC(c2ccccc2)C1 (configuration not stated)
→ -11	6	-2	107	-7	102	-0.2	-5	0.9	19
> CCN(CC(=O)Nc1ccc2c(c1)OCCO2)C(=O)/C=C/c1ccc(F)cc1
→ -40	0	-21	101	0	120	0.3	3	1	2
> O=C(COC(=O)CCc1ccc(S(=O)(=O)N2CCCCC2)cc1)Nc1ccc2c(c1)OCO2
→ -17	33	0	103	1	101	-0.1	0	0.7	-1

Of the compounds above, 8 contain an aryl thioether with sulfur outside any ring:
Every second line gives: APP 5UTR inh	Diaphorase inh	STAT1 inh	STAT3 activator	STAT3 inh	STAT1 act	Hsp70 activator	G6PDH counter	Diaphorase act	TLR4-MyD88 BLA
> Nc1nc(SCc2ccccc2)ns1
→ -9	5	-25	112	-14	123	-0.1	-3	1	0
> O=C(CSc1nnc(CCCN2C(=O)c3cccc4cccc(c34)C2=O)n1-c1ccccc1)N1CCN(CCO)CC1
→ 1	59*	-4	97	3	103	-0.3	-13	0.4	-18
> Cc1nnc(SC(C)C(=O)N2CCc3ccccc32)s1 (configuration not stated)
→ -22	0	-1	103	0	101	0.6	0	1	0
> Cc1cccc(CSc2nc3c(c(=O)[nH]2)CCC3)c1
→ -2	2	9	95	10	92	-0.4	10	1	1
> O=C(CSc1nc2ccccc2s1)Nc1ccc2c(c1)oc1ccccc12
→ 5	1	2	113	-19	98	-0.3	-8	1	-3
> CCc1nnc(NC(=O)CSc2ncc(-c3ccccc3)[nH]2)s1
→ 9	-6	-6	100	6	105	-0.4	2	1.1	14
> COc1ccc(NCc2nnc(SCc3ccc(Cl)cc3)n2-c2ccccc2)cc1
→ 10	16	-23	106	-3	121	-0.3	17	0.8	3
> Cc1cc(NC(=O)CSc2cc(Cl)ccc2Cl)n(-c2ccccc2)n1
→ -7	2	10	84	22	91	-0.4	-2	1	3

Assay outcomes deposited in PubChem by several laboratories.
